NCI-60 one-dose screen, 48 h, at 10 µM unless noted. Numbers give growth in % (100 = growth as untreated, 0 = no growth, -100 = all killed).
A549/ATCC = A549/ATCC NSCLC | 81,000 tested, 3.7% active
EKVX = EKVX NSCLC; 71,000 tested, 3% active
MDA-MB-435 = MDA-MB-435 melanoma; 82,000 tested, 7.8% active; AID 1794794
M14 = M14 melanoma; 80,000 tested, 6.2% active; AID 1794745
HOP-92 = HOP-92 NSCLC cells; 71,000 tested, 6.3% active; AID 1794738
RPMI-8226 = RPMI-8226 leukemia cells; 77,000 tested, 7.5% active
HOP-62 = HOP-62 NSCLC. 80,000 tested, 3.9% active. AID 1794735
CCRF-CEM = CCRF-CEM leukemia | 77,000 tested, 7% active | AID 1794778
* marks the source's active call; other numbers are inactive results; & = joins results of further samples. How the source made its calls: active means growth percent below 10; inactive means the rest.

How did COC1=CC(=O)C(C)=CC1=O do in these assays?
A549/ATCC: 112; EKVX: 102; MDA-MB-435: 108; M14: 114; HOP-92: 129; RPMI-8226: 105; HOP-62: 105; CCRF-CEM: 116

Results for N#Cc1c2c(nn(-c3ccccc3)c1=O)C(O)=C([N+](=O)[O-])C(c1ccccc1)C2 (stereo not drawn) ?
A549/ATCC: 93; EKVX: 84; MDA-MB-435: 83; M14: 86; HOP-92: 76; RPMI-8226: -6.1*; HOP-62: 78; CCRF-CEM: 58

How did CN(Cc1ccccc1)/N=N/c1nc[nH]c1C(N)=O do in these assays?
A549/ATCC: 102; MDA-MB-435: 107; M14: 65; HOP-92: 74; RPMI-8226: 76; HOP-62: 91; CCRF-CEM: 80

How did Cc1ccc(NC(=O)NCc2ccco2)cc1[N+](=O)[O-] do in these assays?
A549/ATCC: 97; MDA-MB-435: 110; M14: 92; HOP-92: 91; RPMI-8226: 93; HOP-62: 106; CCRF-CEM: 93

What do the screens show for `Nc1cc(=O)n(C(=O)CSc2ncnc3c2c(-c2ccccc2)c(-c2ccccc2)n3-c2cccc(Cl)c2)[nH]1`?
A549/ATCC: 90; EKVX: 86; MDA-MB-435: 104; M14: 97; HOP-92: 68; RPMI-8226: 103; HOP-62: 82; CCRF-CEM: 100

How did C(=N\N1CCCCCC1)/c1ccc(OCc2ccccc2)cc1 do in these assays?
A549/ATCC: 95; EKVX: 101; MDA-MB-435: 103; M14: 108; HOP-92: 93; RPMI-8226: 89; HOP-62: 109; CCRF-CEM: 87

How did Nc1ccc2c(c1)C(=O)CCC2 do in these assays?
A549/ATCC: 101; MDA-MB-435: 108; M14: 101; RPMI-8226: 99; HOP-62: 110; CCRF-CEM: 95

What do the screens show for `O=C(O)CSC(=S)c1ccccc1`?
A549/ATCC: 102; EKVX: 101; MDA-MB-435: 114; M14: 102; HOP-92: 99; RPMI-8226: 101; HOP-62: 97; CCRF-CEM: 97

How did O=C1Nc2ccc(Br)cc2C1=O do in these assays?
EKVX: 101; MDA-MB-435: 98; M14: 98; HOP-92: 103; RPMI-8226: 96; HOP-62: 100; CCRF-CEM: 94

How did COc1ccc(/C(Cl)=N/N=C(\Cl)c2cc(OC)c(OC)c(OC)c2)cc1OC(C)=O do in these assays?
A549/ATCC: 87; EKVX: 111; MDA-MB-435: 100; M14: 107; HOP-92: 77; RPMI-8226: 89; HOP-62: 88; CCRF-CEM: 94

Results for Nc1nc(=S)c2ncn(C3OC(CO)CC3O)c2[nH]1 (stereo not drawn) ?
A549/ATCC: 90; EKVX: 100; MDA-MB-435: 107; M14: 93; HOP-92: 120; HOP-62: 94; CCRF-CEM: 113

Results for Cc1ccc2[nH]c(=O)cc(NNC(=S)Nc3ccccc3)c2c1 ?
A549/ATCC: 97; EKVX: 99; MDA-MB-435: 101; M14: 98; HOP-92: 92; RPMI-8226: 105; HOP-62: 88; CCRF-CEM: 91

Results for CC(C)N(CCOc1ccc(-c2nc3sccn3c2-c2ccnc(S(C)(=O)=O)n2)cc1)C(C)C ?
A549/ATCC: 105; EKVX: 88; MDA-MB-435: 93; M14: 112; HOP-92: 30; RPMI-8226: 71; HOP-62: 85; CCRF-CEM: 76

How did COc1cc(NC(=O)CSc2nnc(-c3ccc(-c4nc5ccccc5[nH]4)cc3)o2)cc(OC)c1OC do in these assays?
A549/ATCC: 107; EKVX: 93; MDA-MB-435: 68; M14: 90; HOP-92: 94; RPMI-8226: 40; HOP-62: 70; CCRF-CEM: 56

What do the screens show for `CC1=C(C)CC2C(=O)C=CC(=O)C2C1` (stereo not drawn)?
A549/ATCC: 93; MDA-MB-435: 96; M14: 105; HOP-92: 90; RPMI-8226: 92; HOP-62: 98; CCRF-CEM: 90

How did C=CC(=O)N1CCN(c2cccc(Oc3nccc(Nc4nnc(-c5ccccc5OC)s4)n3)c2)CC1 do in these assays?
A549/ATCC: 94; EKVX: 83; MDA-MB-435: 98; M14: 102; HOP-92: 56; RPMI-8226: 60; HOP-62: 98; CCRF-CEM: 57

How did O=C1CCN(Cc2ccccc2)C(=O)N1 do in these assays?
A549/ATCC: 106; EKVX: 114; MDA-MB-435: 110; M14: 118; HOP-62: 107; CCRF-CEM: 92

Results for OC(c1ccccc1)c1ccc(-c2ccccc2)cc1 (stereo not drawn) ?
A549/ATCC: 79; EKVX: 112; MDA-MB-435: 114; M14: 102; HOP-92: 95; RPMI-8226: 103; HOP-62: 99; CCRF-CEM: 98

Results for S=c1[nH]nc(-c2ccc(Cl)cc2)s1 ?
A549/ATCC: 107; EKVX: 102; MDA-MB-435: 103; M14: 104; HOP-92: 104; RPMI-8226: 97; HOP-62: 101; CCRF-CEM: 97

Results for CC(=O)Nc1ccc(-n2cnc3cc(-c4ccc(O)cc4)ccc32)cc1C(F)(F)F ?
A549/ATCC: 19; EKVX: 27; MDA-MB-435: 3.5*; M14: 30; HOP-92: 45; RPMI-8226: 17; HOP-62: 34; CCRF-CEM: 40

Results for O=S(=O)(Oc1ccc(Br)cc1)c1ccc(Cl)cc1 ?
A549/ATCC: 101; EKVX: 96; MDA-MB-435: 104; M14: 94; HOP-92: 102; RPMI-8226: 100; HOP-62: 105; CCRF-CEM: 97

Results for O=P(OCC(O)CO)(OCC(O)CO)C(c1ccccc1)(c1ccccc1)c1ccccc1 (stereo not drawn) ?
A549/ATCC: 92; EKVX: 90; MDA-MB-435: 97; M14: 103; HOP-92: 88; RPMI-8226: 113; HOP-62: 114; CCRF-CEM: 96

How did O=C(O)CCNS(=O)(=O)c1ccc(-c2ccccc2)cc1 do in these assays?
EKVX: 92; MDA-MB-435: 102; M14: 104; HOP-92: 84; RPMI-8226: 69; HOP-62: 103; CCRF-CEM: 111

Results for CCOc1ccc(C(C)=O)cc1 ?
A549/ATCC: 105; MDA-MB-435: 107; M14: 105; RPMI-8226: 102; HOP-62: 106; CCRF-CEM: 93

Results for CC(C)C1=CC2=CC[C@H]3C(C)(C)C[C@@H](O)C[C@]3(C)[C@H]2CC1 ?
A549/ATCC: 87; EKVX: 107; MDA-MB-435: 98; M14: 96; HOP-92: 86; RPMI-8226: 93; HOP-62: 100; CCRF-CEM: 90

What do the screens show for `CCCN=C1NC(=O)/C(=C/c2nc(-c3ccc(OC)cc3)n3ccccc23)S1`?
A549/ATCC: 73; EKVX: 115; MDA-MB-435: 109; HOP-92: 106; RPMI-8226: 74; HOP-62: 99; CCRF-CEM: 85

What do the screens show for `COc1nc2cc(C)ccc2cc1-c1nc2c(cnn2-c2ccc(Br)cc2)c(=O)[nH]1`?
A549/ATCC: 96; EKVX: 104; MDA-MB-435: 101; M14: 99; HOP-92: 84; RPMI-8226: 99; HOP-62: 102; CCRF-CEM: 97

What do the screens show for `CCOC(SCC)C(Nc1ccc([N+](=O)[O-])cc1[N+](=O)[O-])C(OC(C)=O)C(OC(C)=O)C(COC(C)=O)OC(C)=O` (stereo not drawn)?
A549/ATCC: 97; EKVX: 100; MDA-MB-435: 110; M14: 126; HOP-92: 69; RPMI-8226: 86; HOP-62: 101

Results for COc1ccc(/C(C)=N/N=C2C(=O)Nc3ccc(Cl)cc32)cc1S(N)(=O)=O ?
A549/ATCC: 97; EKVX: 92; MDA-MB-435: 106; M14: 87; HOP-92: 79; RPMI-8226: 82; HOP-62: 83; CCRF-CEM: 79

What do the screens show for `O=C(CCCSc1nc(-c2ccccc2)cc(-c2ccc(Cl)cc2)n1)NO`?
A549/ATCC: 5.6*; EKVX: -10*; MDA-MB-435: 22; M14: 5.5*; HOP-92: 33; RPMI-8226: -6.5*; HOP-62: 12

8 compounds out of the list, ordered by count of non-hydrogen atoms, smallest number first.
What do the screens show for `CC1=C(C)CC2C(=O)C=CC(=O)C2C1` (stereo not drawn)?
A549/ATCC: 93; MDA-MB-435: 96; M14: 105; HOP-92: 90; RPMI-8226: 92; HOP-62: 98; CCRF-CEM: 90

Results for O=S(=O)(Oc1ccc(Br)cc1)c1ccc(Cl)cc1 ?
A549/ATCC: 101; EKVX: 96; MDA-MB-435: 104; M14: 94; HOP-92: 102; RPMI-8226: 100; HOP-62: 105; CCRF-CEM: 97

Results for Cc1ccc2[nH]c(=O)cc(NNC(=S)Nc3ccccc3)c2c1 ?
A549/ATCC: 97; EKVX: 99; MDA-MB-435: 101; M14: 98; HOP-92: 92; RPMI-8226: 105; HOP-62: 88; CCRF-CEM: 91

What do the screens show for `O=C(CCCSc1nc(-c2ccccc2)cc(-c2ccc(Cl)cc2)n1)NO`?
A549/ATCC: 5.6*; EKVX: -10*; MDA-MB-435: 22; M14: 5.5*; HOP-92: 33; RPMI-8226: -6.5*; HOP-62: 12

Results for N#Cc1c2c(nn(-c3ccccc3)c1=O)C(O)=C([N+](=O)[O-])C(c1ccccc1)C2 (stereo not drawn) ?
A549/ATCC: 93; EKVX: 84; MDA-MB-435: 83; M14: 86; HOP-92: 76; RPMI-8226: -6.1*; HOP-62: 78; CCRF-CEM: 58

Results for CC(=O)Nc1ccc(-n2cnc3cc(-c4ccc(O)cc4)ccc32)cc1C(F)(F)F ?
A549/ATCC: 19; EKVX: 27; MDA-MB-435: 3.5*; M14: 30; HOP-92: 45; RPMI-8226: 17; HOP-62: 34; CCRF-CEM: 40

How did COc1cc(NC(=O)CSc2nnc(-c3ccc(-c4nc5ccccc5[nH]4)cc3)o2)cc(OC)c1OC do in these assays?
A549/ATCC: 107; EKVX: 93; MDA-MB-435: 68; M14: 90; HOP-92: 94; RPMI-8226: 40; HOP-62: 70; CCRF-CEM: 56

What do the screens show for `CCOC(SCC)C(Nc1ccc([N+](=O)[O-])cc1[N+](=O)[O-])C(OC(C)=O)C(OC(C)=O)C(COC(C)=O)OC(C)=O` (stereo not drawn)?
A549/ATCC: 97; EKVX: 100; MDA-MB-435: 110; M14: 126; HOP-92: 69; RPMI-8226: 86; HOP-62: 101

Next part:
Results for CC(C)CC1C(C)(c2ccccc2)CC1(C)c1ccccc1 (stereo not drawn) ?
A549/ATCC: 91; EKVX: 94; MDA-MB-435: 88; M14: 107; HOP-92: 117; RPMI-8226: 104; HOP-62: 89; CCRF-CEM: 96

How did CC(C)CNC(=S)N/N=C/c1ccccc1 do in these assays?
A549/ATCC: 95; EKVX: 100; MDA-MB-435: 107; M14: 102; HOP-92: 89; RPMI-8226: 108; HOP-62: 111; CCRF-CEM: 104

What do the screens show for `CC(O)c1ccc(NC(=O)C2CCN(c3nc(C(F)(F)F)ccc3C#N)CC2)cc1` (stereo not drawn)?
A549/ATCC: 79; MDA-MB-435: 89; M14: 95; RPMI-8226: 82; HOP-62: 101

What do the screens show for `COc1cc2c(c(OC)c1OC)-c1ccc(NN(C(=O)c3ccccc3)C(=O)c3ccccc3)c(=O)cc1[C@@H](NC(C)=O)CC2` (tested in a mixture with another compound)?
A549/ATCC: 57; EKVX: 31; MDA-MB-435: -69*; M14: 4.0*; RPMI-8226: 67; HOP-62: 46; CCRF-CEM: 42

How did NC(=S)N/N=C\c1c[nH]c2nccnc12 do in these assays?
A549/ATCC: 105; MDA-MB-435: 108; M14: 108; HOP-92: 106; RPMI-8226: 111; HOP-62: 112; CCRF-CEM: 112

How did CN(C)c1ccc2c(c1)C(Br)c1ccccc1-2 (stereo not drawn) do in these assays?
A549/ATCC: 98; EKVX: 93; MDA-MB-435: 101; M14: 95; HOP-62: 112

What do the screens show for `Cc1cc(O)c(C(C)C)cc1N`?
A549/ATCC: 110&109; EKVX: 104&95; MDA-MB-435: 99&117; M14: 112&108; HOP-92: 100; RPMI-8226: 93&84; HOP-62: 109&90; CCRF-CEM: 88&105

Results for CCN(c1ccccc1)S(=O)(=O)c1cc([N+](=O)[O-])ccc1Cl ?
A549/ATCC: 102; EKVX: 88; MDA-MB-435: 62; M14: 71; HOP-92: 50; RPMI-8226: 44; HOP-62: 105; CCRF-CEM: 52

Results for NC(=O)CC(NC(=O)C(F)(F)F)C(=O)O (stereo not drawn) ?
A549/ATCC: 100; MDA-MB-435: 100; M14: 103; RPMI-8226: 101; HOP-62: 102; CCRF-CEM: 99

Results for COc1ccc(-c2nn(-c3cccc(Cl)c3)cc2-c2c(C#N)c(=O)n3nc(-c4ccc(N(C)C)cc4)[nH]c3c2C#N)cc1 ?
A549/ATCC: 96; EKVX: 94; MDA-MB-435: 104; M14: 96; HOP-92: 101; CCRF-CEM: 88

What do the screens show for `Cn1nc(CC#N)c2c(=N)n(N)cnc21`?
A549/ATCC: 113; EKVX: 94; MDA-MB-435: 107; M14: 110; HOP-92: 99; RPMI-8226: 117; HOP-62: 101; CCRF-CEM: 126

Results for CC(C)c1ccc(C(=O)O)cc1 ?
A549/ATCC: 91&95; EKVX: 100; MDA-MB-435: 105&106; M14: 99&102; HOP-92: 68&87; RPMI-8226: 99&105; HOP-62: 101&92; CCRF-CEM: 110&99

Results for N=NC(=O)c1ccccc1Nc1c(O)[nH]c2ccccc12 ?
A549/ATCC: 102; EKVX: 82; MDA-MB-435: 117; M14: 107; RPMI-8226: 90; HOP-62: 89; CCRF-CEM: 98

How did CCCCC1COc2cccc3c2N1C=C/C3=C\C(=O)N(C)c1ccccc1 (stereo not drawn) do in these assays?
A549/ATCC: 72; EKVX: 46; MDA-MB-435: 69; M14: 65; HOP-92: 48; RPMI-8226: 7.4*; HOP-62: 78; CCRF-CEM: 48

How did c1ccc(-c2nc3ccccn3c2NCCN2CCOCC2)cc1 do in these assays?
A549/ATCC: 95; EKVX: 97; MDA-MB-435: 103; M14: 92; HOP-92: 101; RPMI-8226: 105; HOP-62: 78; CCRF-CEM: 97

Results for O=C(CSc1nnc(CN2CCN(c3cc4c(cc3F)c(=O)c(C(=O)O)cn4C3CC3)CC2)o1)c1cccc(Br)c1 ?
A549/ATCC: 89; EKVX: 85; MDA-MB-435: 94; M14: 90; HOP-92: 74; RPMI-8226: 91; HOP-62: 79; CCRF-CEM: 97

What do the screens show for `O=C1C=CC(=Nc2ccc3c(c2)Cc2cc(F)ccc2-3)O1`?
A549/ATCC: 98; EKVX: 113; MDA-MB-435: 115; M14: 104; HOP-92: 76; RPMI-8226: 96; HOP-62: 94; CCRF-CEM: 64

How did CC1=NOC(=O)/C1=C\c1ccc(O)cc1 do in these assays?
A549/ATCC: 97; EKVX: 104; MDA-MB-435: 102; M14: 103; HOP-92: 101; RPMI-8226: 109; HOP-62: 99; CCRF-CEM: 94

Bioassay records from PubChem.
